DNA Pol III inh – qHTS Assay for Inhibitors of DNA Polymerase III Holoenzyme System. 71,000 tested, 0.25% active. Potency, µM (top dose mostly 57.1 µM), for inactives: top-dose activity change, negative = inhibition. reconstituted DNA polymerase III holoenzyme replication, biochemical; note: potency is the fitted concentration of half-maximal effect; % is set by controls: 0 for no effect and ±100 for the full control effect
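Reconstituted *E. coli* holoenzyme (0.35 nM Pol III, 1 nM beta, 154 nM SSB, 2 nM primase) was preincubated with compound for 15 min at RT. Synthesis on 1.4 nM ssM13Gori ran 35 min, then was stopped with PicoGreen/EDTA and read as dsDNA fluorescence.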
A350 autofl – qHTS Assay for Spectroscopic Profiling in A350 Spectral Region. Compound autofluorescence, 340/450 nm, Alexa 350 dye-equivalents; active compounds read high. max dye-equivalent concentration, M. 59,000 tested, 11% active; in the data active = max dye-equivalent concentration above about 10 nM; inconclusive = mostly about 1.1 nM to 9.6 nM
BRCT inh green – qHTS Assay for Inhibitors of BRCT-Phosphoprotein Interaction (Green Fluorophore). BRCA1 BRCT-phosphopeptide binding, green fluorescence polarization. AID 875, 2007. 75,000 tested, 0.05% active. Breast cancer type 1 susceptibility protein (Homo sapiens), P38398. Potency, µM (series often up to 76.9 µM), inactives show top-dose activity change, negative = inhibition, actives largely listed as inhibitors;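 note: potency is the fitted concentration of half-maximal effect; plate controls were peptide without protein for full effect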
Target sequence (P38398 whole entry, looked up): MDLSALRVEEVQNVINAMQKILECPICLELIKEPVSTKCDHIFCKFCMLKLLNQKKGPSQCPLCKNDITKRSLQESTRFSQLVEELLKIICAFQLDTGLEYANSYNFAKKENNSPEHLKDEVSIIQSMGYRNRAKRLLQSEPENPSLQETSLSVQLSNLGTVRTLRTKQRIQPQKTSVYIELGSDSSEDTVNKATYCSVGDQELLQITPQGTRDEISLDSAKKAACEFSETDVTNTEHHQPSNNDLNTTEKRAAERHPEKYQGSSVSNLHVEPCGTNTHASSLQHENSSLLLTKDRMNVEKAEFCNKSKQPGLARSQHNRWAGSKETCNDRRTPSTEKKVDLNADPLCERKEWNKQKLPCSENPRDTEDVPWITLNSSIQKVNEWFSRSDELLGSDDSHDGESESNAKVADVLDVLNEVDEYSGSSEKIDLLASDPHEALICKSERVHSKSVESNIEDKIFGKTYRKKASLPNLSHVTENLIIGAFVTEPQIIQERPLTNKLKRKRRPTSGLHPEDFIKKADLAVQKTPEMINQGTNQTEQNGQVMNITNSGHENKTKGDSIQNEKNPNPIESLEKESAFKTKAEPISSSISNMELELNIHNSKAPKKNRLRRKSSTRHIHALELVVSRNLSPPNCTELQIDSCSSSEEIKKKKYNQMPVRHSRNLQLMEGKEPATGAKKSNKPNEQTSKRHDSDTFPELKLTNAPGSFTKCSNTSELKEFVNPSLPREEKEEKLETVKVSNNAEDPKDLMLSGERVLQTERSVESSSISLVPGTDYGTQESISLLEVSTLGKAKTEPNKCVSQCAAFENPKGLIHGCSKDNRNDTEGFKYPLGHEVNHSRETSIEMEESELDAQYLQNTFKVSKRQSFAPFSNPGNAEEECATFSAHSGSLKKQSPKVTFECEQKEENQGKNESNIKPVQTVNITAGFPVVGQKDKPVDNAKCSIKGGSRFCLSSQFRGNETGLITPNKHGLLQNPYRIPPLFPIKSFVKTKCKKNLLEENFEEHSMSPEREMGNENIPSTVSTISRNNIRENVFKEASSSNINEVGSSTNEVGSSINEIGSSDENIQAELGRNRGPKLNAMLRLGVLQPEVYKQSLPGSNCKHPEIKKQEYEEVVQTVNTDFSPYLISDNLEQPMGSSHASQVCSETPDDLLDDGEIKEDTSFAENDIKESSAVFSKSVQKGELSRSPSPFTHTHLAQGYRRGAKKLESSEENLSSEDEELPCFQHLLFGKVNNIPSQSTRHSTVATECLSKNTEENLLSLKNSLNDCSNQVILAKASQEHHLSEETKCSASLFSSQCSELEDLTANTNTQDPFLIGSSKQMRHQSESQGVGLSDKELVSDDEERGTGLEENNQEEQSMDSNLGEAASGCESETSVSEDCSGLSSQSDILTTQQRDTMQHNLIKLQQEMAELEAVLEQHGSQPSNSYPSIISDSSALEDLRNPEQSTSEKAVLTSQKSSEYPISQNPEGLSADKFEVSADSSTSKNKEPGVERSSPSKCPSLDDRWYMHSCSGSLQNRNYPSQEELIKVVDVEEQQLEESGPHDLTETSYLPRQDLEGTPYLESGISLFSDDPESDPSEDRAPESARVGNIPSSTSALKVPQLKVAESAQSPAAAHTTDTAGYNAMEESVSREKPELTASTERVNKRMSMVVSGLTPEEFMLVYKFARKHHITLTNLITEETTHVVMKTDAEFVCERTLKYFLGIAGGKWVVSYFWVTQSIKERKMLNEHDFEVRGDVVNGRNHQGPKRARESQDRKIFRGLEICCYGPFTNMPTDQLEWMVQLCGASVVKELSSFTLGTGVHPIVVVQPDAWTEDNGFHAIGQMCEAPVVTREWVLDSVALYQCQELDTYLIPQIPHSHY
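Fluorescence polarization: His-tagged BRCT (~35 kDa BRCA1 C-terminus, 250 nM) bound to 100 nM fluorescein-labeled phosphorylated 10-aa BACH1 peptide, pH 7.3 phosphate buffer with DTT and Tween 20. Compounds incubated 12 min at room temperature; inhibition read as lowered polarization.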
15-hLO inh – qHTS Assay for Inhibitors of 15-hLO (15-human lipoxygenase); 74,000 tested, 1.4% active; AID 887, 2007; Potency, µM (series often up to 57.1 µM), inactives show top-dose activity change, negative = inhibition, most hits filed as inhibitors; Polyunsaturated fatty acid lipoxygenase ALOX15 (Homo sapiens), P16050; purified 15hLO-1, xylenol orange hydroperoxide absorbance; note: potency is the fitted concentration of half-maximal effect; % is set by controls: 0 for no effect and ±100 for the full control effect; nearly all actives have a fitted effect of over 55% in size
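40 nM 15hLO-1 + cpd, 15 min RT; start w/ 50 uM AA (final), 6 min RT; stop/detect w/ 200 uM XO + 300 uM Fe(II) in 50 mM H2SO4, 30 min; A573/A405. Buffer 25 mM Hepes pH 7.5, 0.01% Triton X-100. No-enzyme wells as negative control.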
4MU fluor – qHTS Assay for Spectroscopic Profiling in 4-MU Spectral Region; compound autofluorescence, 340/450 nm, 4-MU equivalents; active compounds read high; max dye-equivalent concentration, M; 59,000 tested, 11% active; AID 589, 2007; in the data active = max dye-equivalent concentration above about 10 nM; inconclusive = mostly about 1.1 nM to 9.6 nM
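Intrinsic fluorescence at 340/450 nm (ex/em) was read after 15 min at room temperature in pH 8.0, 100 mM Tris. Each compound concentration expressed as 4-MU-equivalent concentration from a six-point 4-MU standard series on each plate.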
Ub-GFP proteasome – Ubiquitin-GFP Assay; Ubiquitin-GFP reporter cells, proteasome inhibition, GFP fluorescence; response scale: untreated = 0%, 10 µM MG-132 = 100%; Potency, µM (series often up to 45.9 µM), inactives show at the highest dose activation (GFP accumulation), hits mostly activators; 67,000 tested, under 10 active; AID 526, 2006; active = well fitted activation curve with a large enough effect, not every such curve was filed as active; inconclusive = small, poorly fitted or top-dose-only effect, or another doubt; inactive = no such curve, though single readings can be large or run the other way; note: potency is the fitted concentration of half-maximal effect
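GFP accumulation read-out: laser plate cytometry counting ubiquitin(G76V)-GFP-expressing U2OS cells after 4 hr compound exposure at 37 °C. Titrations spanned 46 uM to 2.9 nM; 0% = basal, 100% = 10 uM MG-132; concentration-response curves fitted.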
CRE Fsk mod – Cell signaling CRE-BLA (Fsk stim); CHO CRE-bla reporter (cAMP response element driving beta-lactamase), forskolin EC10, beta-lactamase ratio; Potency, µM (doses to about 38.2 µM), inactives show at the highest dose activity change, negative = inhibition, hits mostly activators; 71,000 tested, 2.5% active; active = well fitted activation curve with a large enough effect in the signal ratio, with a control signal flat, not every such curve was filed as active; inconclusive = small, poorly fitted or top-dose-only effect, or effect the other way, or a change in a side signal; the % refers to the signal ratio; note: potency is the fitted concentration of half-maximal effect; % of control where 0% means no effect
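CRE-bla CHO reporter cells treated with compound titration plus EC10 NKH 477 (water-soluble forskolin), incubated 3 h at 37 °C; CCF4 loading 2 h at room temperature, 460/530 nm emission ratio read, AC50 values derived for positive or negative modulators.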
HBB splice mod – qHTS Assay for Modulators of Hemoglobin Beta Chain Splicing | HBB splicing reporter cell assay, activation; EGFP reporter with mutant IVS2-654 intron; response scale: normalised to 500 nM splice-correcting PNA | Potency, µM (series often up to 46.1 µM), without a hit: at the highest dose activation, actives largely listed as activators | 65,000 tested, 0.06% active | AID 925, 2007; note: potency is the fitted concentration of half-maximal effect; 0% is about no effect
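HeLa cells stably expressing EGFP interrupted by mutant beta-globin intron 2 (IVS2-654), 500/well in 2% FCS. Treated with compound for 2 days at 37C. Splicing correction scored as total well GFP intensity (488 nm excitation, 500-520 nm emission); 500 nM antisense PNA served as control.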
BRCT PPI red – qHTS Assay for Inhibitors of BRCT-Phosphoprotein Interaction (Red Fluorophore); Breast cancer type 1 susceptibility protein (Homo sapiens), P38398; BRCT-phosphopeptide binding, red fluorescence polarization; Potency, µM (doses to about 76.9 µM), inactives show at the highest dose activity change, negative = inhibition, most hits filed as inhibitors; 75,000 tested, 0.03% active; note: % is set by controls: 0 for no effect and ±100 for the full control effect
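Fluorescence polarization: 100 nM His-tagged BRCA1 BRCT with 100 nM TAMRA-labelled phospho-BACH1 decapeptide, phosphate buffer pH 7.3 with 150 mM NaCl, DTT, 0.01% Tween 20; 12 min RT. Binding inhibition seen as FP decrease.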
Hsp90 Hop PPI – qHTS Assay for Disrupters of an Hsp90 Co-Chaperone Interaction; Potency, µM (top dose mostly 57 µM), without a hit: at the top dose activity change, negative = inhibition; AlphaScreen TPR2A-His6 binding biotin-Hsp90 C-terminal peptide; AID 595, 2007; 71,000 tested, 0.44% active; Hsp90 C-terminal peptide / TPR2A (Hop) interaction, human; active = well fitted curve in either direction with a large enough effect; inconclusive = small, poorly fitted or top-dose-only effect, or another doubt; note: potency is the fitted concentration of half-maximal effect; % is set by controls: 0 for no effect and ±100 for the full control effect; many of its hits are not listed in these tables
GFP derepression – qHTS Assay for Epigenetic Modulators. Potency, µM (top dose mostly 46.1 µM), without a hit: top-dose GFP derepression (activation). mouse C127i GFP locus derepression, cytometry, 30 h. 68,000 tested, 0.09% active; note: % of control where 0% means no effect
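Derepression screen: silenced CMV-GFP reporter in murine C127i cells, 30 h compound incubation at 37 C, washed cells imaged by laser-scanning cytometer to enumerate GFP-expressing objects of 20 to 120 um.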
Starred values were filed as active, the others as inactive; i = inactive; u = inconclusive; x = not tested or not shown; [ ] = another dose, or the depositor's remark. Unless noted, calls come from the whole dose curve; as a rule, active = well fitted curve in the direction sought with a large enough effect; inconclusive = small, poorly fitted or top-dose-only effect, or another doubt; inactive = no such curve, though single readings can be large; an effect the other way counts as inactive or inconclusive. Not a hit list; overall some 12% were active at least once.

compound | DNA Pol III inh | 4MU fluor | Hsp90 Hop PPI | Ub-GFP proteasome | BRCT PPI red | BRCT inh green | HBB splice mod | A350 autofl | GFP derepression | CRE Fsk mod | 15-hLO inh
CCCN(CCC)C(C(=O)Nc1cccc(OC)c1)c1ccccc1 (configuration not stated) | 4% | i | 10% | -6% | -1.8% | 4.4% | -0.6%[1.84 µM] | i | -2% | u | -5%
C/C(Cl)=C/Cn1c(SCc2ccc(Cl)cc2)nc2c1c(=O)[nH]c(=O)n2C | -2% | i | -1% | -3% | -0.6% | -3.7% | x | i | -2% | 23% | -3%
Cc1ccc(-c2c3c(=O)n(C)c(=O)n(C)c3cn2-n2cnnc2)cc1 | -6% | i | u | 0% | -0.4% | -3.1% | 1.3% | i | 0% | u | 4%
O=C(N1CCOCC1)N(Cc1cccs1)C1CCCC1 | -3% | u | -2% | -1% | -0.7% | -2.5% | -3.4%[57.5 µM] | u | -2% | 1% | 5%
O=C(NCc1cccc(C(F)(F)F)c1)C1CCN(c2ncccn2)CC1 | -4% | i | -1% | 2% | 0.6% | -3.1% | 0.4%[57.5 µM] | i | -2% | -6% | 3%
Cc1cc2cc(CCNC(=O)c3c(-c4ccccc4Cl)noc3C)c(=O)[nH]c2cc1C | -2% | x | -4% | -2% | -2.9% | -1.7% | -0.2% | x | x | u | u
COc1ccc(S(=O)(=O)NCCCN2CCOCC2)c2ccccc12 | -4% | i | -2% | 1% | -1.0% | 1.1% | -5.0% | u | 0% | u | 1%
CC(CN1CCCCC1)OC(=O)c1ccc(Cl)cc1Cl (configuration not stated) | -1% | i | 1% | -3% | 1.6% | 0.1% | 2.9%[0.369 µM] | u | 0% | -2% | 10%
Cn1c(Nn2cnnc2)nc2ccccc21 | -3% | 3.1e-08M* | -6% | 3% | -0.9% | -1.0% | x | 3.5e-08M* | 1% | -3% | 9%
CCCc1[nH]n(-c2nc3ccccc3s2)c(=O)c1C=NCC1CCCO1 (configuration not stated) | -5% | i | 1% | 2% | -2.1% | 1.3% | x | i | -1% | 14% | 102%[activator]
Cc1nc2ccc(CCO)cc2s1 | 1% | i | -2% | 3% | 2.8% | -0.7% | 0.6% | i | 0% | u | -1%
O=C(O)C1CCCN1S(=O)(=O)c1cc(Cl)ccc1Cl (configuration not stated) | 0% | x | -4% | 5% | 0.8% | -0.4% | 5.5% | x | 2% | -1% | 2%
CC(NC(=O)C1CCCN(S(=O)(=O)c2cccs2)C1)c1ccccc1 (configuration not stated) | -1% | x | -6%[2.3 µM] | -18% | -1.0% | -0.8% | -1.0% | x | x | -1% | -19%
CCOC(=O)C1CCCN(c2c(NCCc3ccc(S(N)(=O)=O)cc3)c(=O)c2=O)C1 (configuration not stated) | -4% | x | -6%[2.3 µM] | -6% | 0.0% | -1.0% | -1.0% | x | x | -2% | 11%
CNC(=O)c1nnn(Cc2ccccc2)c1NC(C)=O | -3% | i | -2% | 10% | -0.9% | 0.1% | -0.7% | i | 0% | -5% | -3%
COc1ccc2[nH]cc(CCNc3cc(-c4ccccc4Cl)ncn3)c2c1 | -8% | i | -28% | -4% | -0.1% | -0.1% | 0.1% | i | -1%[9.22 µM] | -1% | u
CN1CCN(c2ncc3nc(-c4cccs4)c(=O)n(C[C@H]4CCCO4)c3n2)CC1 | -4% | 3.7e-08M* | -6% | -1% | -0.4% | -14% | -0.4% | 4.2e-08M* | 0%[9.22 µM] | u | u
COc1ccc(Cc2nnc(SCC(=O)N3CCc4ccccc4C3)o2)cc1 | -5% | i | -3% | -1% | -0.1% | 2.2% | -1.6% | i | -1% | -12% | -23%
COc1cc2c(cc1OC)-c1cc(OCc3cccnc3)nc(=O)n1CC2 | -4% | 9.1e-07M* | -9% | -4% | -2.1% | 3.8% | 2.2%[57.5 µM] | 1.2e-06M* | 0% | 4µM* | 10%
O=C(c1ccncc1)N1CCC2(CCCN(c3ncccn3)C2)CC1 | -5% | i | -4% | -2% | 1.4% | -2.6% | 2.4% | i | 7%[9.22 µM] | u | 4%
CCCn1c(CNc2ccc(Br)cc2)nc2ccccc21 | -3% | x | 5% | 7% | -2.7% | -0.4% | -0.3% | x | x | -22% | 14%
COc1ccc(-n2nnnc2SCC#CCO)cc1 | -3% | i | 1% | 3% | -0.3% | -1.8% | -2.4% | i | 1% | u | -30%
Nc1nc(CSc2nc3ccccc3s2)nc(N2CCCCC2)n1 | 2% | i | -4% | -1% | -0.4% | 1.4% | -1.9% | u | -3% | 5µM* | -6%
CC(=O)NC(CC(=O)Nc1ccc(S(=O)(=O)N2CCCC2)cc1)c1ccccc1 (configuration not stated) | -5% | i | 1% | -1% | 0.4% | 0.5% | -0.1%[57.5 µM] | i | -1% | -5% | -4%
CCCCOC(=O)NS(=O)(=O)c1sc(CC(C)C)cc1-c1ccc(Cn2c(CC)nc3c(C)cc(C)nc32)cc1 | -2% | i | -14% | -2% | -1.8% | -3.5% | 0.3% | i | -2% | -18% | -8%
O=C(C1Cc2ccccc2CN1S(=O)(=O)c1ccc(F)cc1)N1CCCCCC1 (configuration not stated) | -5% | i | 1% | 4% | 0.2% | -2.1% | 0.9%[57.5 µM] | i | 1% | 2% | 13%
Cc1cc(NC(=O)c2cc3nc4c(c(C(F)(F)F)n3n2)CCc2ccccc2-4)no1 | -9%[11.4 µM] | x | -3%[11 µM] | 20%[9.17 µM] | -0.8% | -2.1% | 1.4%[0.0738 µM] | x | 0% | u | 3%[11.4 µM]
NNC(=O)Cc1cccnc1 | 7%[11.4 µM] | i | 0%[11 µM] | -1%[9.17 µM] | -2.0%[15.4 µM] | -0.7%[15.4 µM] | 0.5%[9.22 µM] | i | 11%[9.22 µM] | -4%[7.6 µM] | 4%[11.4 µM]
COC(=O)c1cc2occc2n1CC(=O)Nc1ccc(OC)c(OC)c1 | -1% | i | -6% | 0% | -1.4% | -1.2% | -0.5% | i | 0% | -2% | -5%
CCN(CC)CCCn1c(-c2ccccc2)nc2c(N3CCOCC3)nc(C)nc21 | 4% | x | 1% | -2% | -1.2% | -1.9% | -0.5% | x | x | 6% | 3%
Cc1ccnc(SCCn2c(N3CCCCC3)nc3c2c(=O)n(C)c(=O)n3C)n1 | 2% | i | -2% | 2% | -0.3% | 0.6% | 2.7%[57.5 µM] | i | 2% | -1% | -4%
COc1ccc2oc(=N)c(C(=O)Nc3ccccc3)cc2c1 | 0% | u | -2% | -2% | 1.3% | -2.7% | -0.1% | 1e-08M* | 1% | 3% | -20%
CC(C)[C@H](NC(=O)[C@@H]1CSCN1C(=O)OC(C)(C)C)C(=O)NCC1CCC(C(=O)O)CC1 (some centres not stated) | 1% | i | 2% | -6% | 1.2% | -3.5% | 4.1%[57.5 µM] | i | 2% | -1% | 5%
O=C(Nc1ccc(C(F)(F)F)cc1)C1CCCN1S(=O)(=O)c1cccc2cccnc12 (configuration not stated) | -11% | i | -3% | -7% | -0.8% | -0.9% | -1.2% | i | 17% | u | -7%
CCOC(=O)N1CCN(C(=O)C(C)(C)Oc2ccc(Cl)cc2)CC1 | -2% | x | 1% | 12% | 0.2% | -1.1% | 0.7% | x | -2% | 1% | 8%
CCN(CCNC(=O)C1CCN(S(=O)(=O)CC)CC1)c1ccccc1 | -2% | i | -2% | 0% | 2.2% | -1.9% | 1.6% | i | -3% | -5% | 8%
COc1cc(-c2nn3c(Cc4ccccc4)nnc3s2)cc(OC)c1OC | 3% | i | u | 2% | -1.0% | 0.9% | 1.7% | i | -1% | 0.79µM* | -27%
CCOC(=O)c1oc2ccccc2c1NC(=O)c1cc(OC)cc(OC)c1 | 2% | 1.9e-08M* | 0% | -11% | 1.1% | 0.8% | -2.2% | 2.1e-08M* | 0% | 10µM* | -14%
Cc1c(NC(=O)OCCNC(=O)Nc2ccccc2)sc(=S)n1C | 0% | i | -9% | 11% | -0.4% | -3.1% | -0.8% | i | 2% | -9% | -16%

Screens from PubChem BioAssay.
